# Compound activity (PubChem BioAssay)
# TRPC4 potent: positive allosteric modulators of TRPC4, primary screen, cell-based, mouse TRPC4beta, HEK293 mu-opioid, Fluo-4 calcium; Short transient receptor potential channel 4 (Mus musculus), Q9QUQ5; hit rate 0.42% among 310,000; DAMGO EC20, Fluo-4 Ca2+ flux; hits give high values; B-score at 10 µM;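 active = B-score of calcium response area above 5 SD of library B-scores, with initial fluorescence ratio within 5 SD of library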;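 also: B-score of integrated fluorescence ratio over time as area under calcium response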
# DYRK1A inh: rat Dyrk1A kinase inhibitors, primary screen, biochemical, single point, plate reader; Dual specificity tyrosine-phosphorylation-regulated kinase 1A (Rattus norvegicus), Q63470; ADP-Glo luminescence, NFATc1 peptide; inhibition, % at 12.5 µM; hit rate 0.43% among 310,000; in the data active = inhibition above about 50%;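 also: plate controls were vehicle with enzyme for no effect and no enzyme for full effect; many of its hits are not listed in these tables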
# KCNQ1 act: potentiators or activators of KCNQ1 channel, primary screen, cell-based, thallium flux, high-throughput. CHO-K1 KCNQ1, thallium flux FluxOR fluorescence; hits give high values. B-score at 10 µM. hit rate 0.35% among 310,000. Potassium voltage-gated channel subfamily KQT member 1 (Homo sapiens), P51787;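 active = fluorescence ratio B-score, a plate-corrected score, at least three library SD, with initial intensity B-score within 5 SD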
# Target sequence (P51787 whole entry, looked up): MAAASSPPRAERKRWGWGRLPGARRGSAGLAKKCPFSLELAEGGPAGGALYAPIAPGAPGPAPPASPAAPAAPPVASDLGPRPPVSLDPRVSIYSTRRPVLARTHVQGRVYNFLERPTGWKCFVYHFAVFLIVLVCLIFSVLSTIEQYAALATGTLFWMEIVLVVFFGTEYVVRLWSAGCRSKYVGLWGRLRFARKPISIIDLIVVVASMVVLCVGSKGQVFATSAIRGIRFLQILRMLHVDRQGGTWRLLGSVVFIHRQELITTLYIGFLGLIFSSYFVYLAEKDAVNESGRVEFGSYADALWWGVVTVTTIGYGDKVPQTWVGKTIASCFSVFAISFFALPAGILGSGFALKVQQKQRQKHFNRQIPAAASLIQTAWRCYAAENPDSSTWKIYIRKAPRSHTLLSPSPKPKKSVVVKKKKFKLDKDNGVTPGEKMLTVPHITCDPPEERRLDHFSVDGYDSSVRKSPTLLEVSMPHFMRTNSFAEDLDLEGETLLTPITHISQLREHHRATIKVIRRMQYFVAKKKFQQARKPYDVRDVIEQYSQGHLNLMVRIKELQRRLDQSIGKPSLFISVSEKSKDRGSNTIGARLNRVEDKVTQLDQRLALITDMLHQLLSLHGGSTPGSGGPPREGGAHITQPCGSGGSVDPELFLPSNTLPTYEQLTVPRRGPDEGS
#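 Assay system: CHO-K1 cells stably expressing KCNQ1. Medium: assay buffer for compound exposure, DMSO matched across wells. Timing: 37 °C overnight plating, 90-min dark dye load, 20-min compound pretreatment. Signal: kinetic FluxOR fluorescence, 10 s baseline plus 110 s post-stimulus.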
# KCNQ1 block: inhibitors of human KCNQ1 channel, primary screen, cell-based, thallium flux, high-throughput | CHO-K1 KCNQ1, FluxOR thallium flux fluorescence; hits give high values | B-score at 10 µM | hit rate 1.3% among 310,000 | AID 2642, 2010;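 active = compounds whose thallium flux B-score, printed positive for inhibition, exceeds three library SD while starting fluorescence stays within three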;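 also: channel opened by potassium depolarization with thallium stimulus after 20 min compound exposure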
# Platelet DG rel: inhibitors of platelet dense granule secretion, primary screen, cell-based, MLPCN, human platelets; human platelet-rich plasma, SFLLRN dense granule ATP release, luminescence; inhibition, %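 (compounds screened at 7.5 µM in platelet-rich plasma)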; hit rate 0.22% among 300,000; AID 1663, 2009;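 active = mean replicate score, as percent of positive control, at or above 50; inconclusive = mean below 50 but at least one replicate at or above 50; inactive = mean and every replicate below 50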
# TRPC4 inh: inhibitors of mouse TRPC4 channel, primary screen, Fluo4 calcium, HEK293 TRPC4beta/mu-opioid cells. AID 2247, 2010. Short transient receptor potential channel 4 (Mus musculus), Q9QUQ5. DAMGO-evoked Fluo4 calcium flux; hits give low values. hit rate 0.39% among 300,000. B-score at 10 µM;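 active = B-score over 3 SD under the library average, no early fluorescence shift, positive overall ratio signal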
#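 Material: HEK293 cells with stable TRPC4beta plus mu-opioid receptor expression; probe or stimulus: DAMGO in two steps, submaximal then maximal; technique: Fluo4 calcium fluorescence by kinetic imaging, 5 s 1 Hz baseline; measure: integrated fluorescence ratio relative to baseline, converted to per-well B score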
# TRPC4 act: activators of mouse TRPC4 channel, primary screen, Fluo4 calcium, HEK293 TRPC4beta/mu-opioid cells; Fluo4 calcium fluorescence; hits give high values; Short transient receptor potential channel 4 (Mus musculus), Q9QUQ5; B-score at 10 µM; hit rate 0.49% among 310,000;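 active = B-score above 5 SD of library B-scores, and initial fluorescence ratio not above library mean plus 5 SD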;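 also: positive B-score marks a calcium rise read as TRPC4 activation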
#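 Assay system: HEK293 stable line with TRPC4beta plus mu-opioid receptor. Times: dye 45 min RT, read 110 s. Measured by: kinetic Fluo4 calcium fluorescence. Measure: B score of integrated ratio. Controls: assay buffer as low control, maximal DAMGO as high control.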
# KCNK9 inh: KCNK9 potassium channel inhibitors, primary screen, HEK293 cells, thallium flux. FluxOR thallium flux fluorescence; hits give low values. Potassium channel subfamily K member 9 (Homo sapiens), Q9NPC2. hit rate 1.2% among 310,000. B-score at 10 µM;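 active = ratio B-score over 3 SD below the library mean, with starting fluorescence within 5 SD of its mean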;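 also: negative B-score means less thallium flux so channel inhibition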
# Target sequence (Q9NPC2 whole entry, looked up): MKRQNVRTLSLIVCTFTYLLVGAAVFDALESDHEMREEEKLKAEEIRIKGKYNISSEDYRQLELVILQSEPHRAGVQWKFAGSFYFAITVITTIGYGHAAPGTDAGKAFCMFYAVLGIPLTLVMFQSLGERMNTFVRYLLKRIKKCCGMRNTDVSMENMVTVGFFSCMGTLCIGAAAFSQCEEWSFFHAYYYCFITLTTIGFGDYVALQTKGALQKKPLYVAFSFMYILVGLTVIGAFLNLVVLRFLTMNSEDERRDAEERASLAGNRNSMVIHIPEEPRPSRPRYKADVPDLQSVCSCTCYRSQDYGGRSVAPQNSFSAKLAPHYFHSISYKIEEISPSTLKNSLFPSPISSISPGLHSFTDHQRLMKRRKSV
# KCNK3 block: human KCNK3 channel inhibitors, primary screen, CHO cells, FluxOR thallium flux, B-score; FluxOR fluorescence; hits give low values; B-score at 10 µM; Potassium channel subfamily K member 3 (Homo sapiens), O14649; hit rate 0.84% among 340,000;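 active = B-score under library mean minus 4 SD, starting fluorescence ratio at most library mean plus 5 SD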;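 also: more negative B-score means stronger inhibition of thallium flux through KCNK3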
# hERG rescue: hERG rescue from dofetilide block, primary screen, cell-based, CHO-hERG, FluxOR thallium flux, dofetilide IC70. hit rate 0.51% among 310,000. Voltage-gated inwardly rectifying potassium channel KCNH2 (Homo sapiens), Q12809. activation (rescue from dofetilide block), less the hit threshold, % at 10 µM. dofetilide IC70 present;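 active = activation above the mean of controls blocked by dofetilide plus 5 SD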;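 also: thallium influx through hERG after potassium depolarization seen as dye fluorescence rise; in these data hits start at about 4.7%; inactives centre near -7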
# PolyA inh: polyadenylation inhibitors in yeast reporter cells, primary screen, luminescence, S. cerevisiae. hit rate 0.02% among 300,000. S. cerevisiae SKY197-pL101 polyadenylation reporter, beta-gal luminescence; efflux-impaired pdr1/pdr3 knockout yeast; score 100 = 6 SD above DMSO. calls only at 12 µM. AID 1875, 2009;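 active = lowest replicate activity score at least 50, where 100 means six control SD above control mean; inconclusive = lowest score under 50 but half or more replicates reach 50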;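 also: yeast exposed to compound for 9 h at 30 °C; higher score means more reporter readthrough which indicates perturbed polyadenylation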
# * marks the source's active call; other numbers are inactive results; i = inactive; ? = inconclusive; . = no result given. This is a subset; count on the stated rates, not on these rows.
SMILES,TRPC4 potent,DYRK1A inh,KCNQ1 act,KCNQ1 block,Platelet DG rel,TRPC4 inh,TRPC4 act,KCNK9 inh,KCNK3 block,hERG rescue,PolyA inh
COc1cc(C2c3[nH]c4ccccc4c3C[C@@H]3C(=O)N(Cc4ccco4)CC(=O)N23)cc(OC)c1OC (stereo partly specified),i,.,i,i,0,i,i,i,i,-6,i
CC1CCC(NC(=O)c2ccc(NC(=O)CC3SC(N4CCCC4)=NC3=O)cc2)CC1 (stereo unspecified),i,5,i,i,5,i,i,i,i,-7,i
COC(=O)c1cc(OC)nc2ccc(Br)cc12,i,-5,i,i,-7,i,i,i,i,-9,i
O=S(=O)(NC1c2cccc3cccc(c23)C1N1CCNCC1)c1ccccc1 (stereo unspecified),i,2,i,i,2,i,i,i,i,-18,i
CCOC(=O)Oc1ccc2c(c1)C(C)=CC(C)(C)N2C(=O)OCC,i,1,i,i,4,i,i,i,i,-3,i
Cc1ccsc1C(=O)NNC(=O)CCN1CCN(c2ccccc2)CC1,i,.,i,i,-16,i,i,i,i,-9,i
CC1CCN(CCNC(=O)CN(C)S(=O)(=O)c2cccc3nsnc23)CC1,i,15,i,i,4,i,i,i,i,-4,i
CC1CCCN(c2nc3nonc3nc2Nc2ccccc2F)C1 (stereo unspecified),i,.,i,i,-2,i,i,i,i,-12,i
Cc1c(Cl)cccc1NC(=O)c1cccnc1,i,.,i,i,-3,i,i,i,i,-5,i
COc1ccc(CN2CCN(S(=O)(=O)c3ccc(C)cc3)CC2)cc1OC,i,-8,i,i,-9,i,i,i,i,-2,i
COc1ccc2[nH]c(=O)c(CN(Cc3cccs3)C(=S)Nc3ccccc3)cc2c1,i,.,i,i,-5,i,i,i,.,-7,i
COc1ccccc1N1CCN(C(=O)CCC(=O)N2CCN(c3ccccc3OC)CC2)CC1,i,-2,i,i,-7,i,i,i,i,-1,i
C[N+](C)(CC#Cc1ccccc1)CC(=O)c1ccccc1,i,-4,i,i,4,i,i,i,i,-2,i
Cc1ccc(N(C(=O)c2ccc(Br)o2)C2C=CS(=O)(=O)C2)cc1 (stereo unspecified),i,5,i,i,22,i,i,i,i,-2,i
CN(CC(=O)Nc1ccc(N2CCOCC2)cc1)C(=O)c1cc(S(=O)(=O)N(C)C)ccc1Cl,i,4,i,i,-9,i,i,i,i,-8,i
O=C(NC(=S)NCC1CCCO1)c1cccc([N+](=O)[O-])c1 (stereo unspecified),i,-4,i,i,-10,i,i,i,i,-6,i
COc1ccccc1NC(=O)CSc1nc2sc(C)c(C)c2c(=O)n1Cc1ccco1,i,-4,i,i,-4,i,i,-9.5*,i,-11,i
COc1ccc(NC(=O)C2CC(=O)N(C)C(=Nc3ccc4c(c3)OCO4)S2)cc1 (stereo unspecified),i,-6,i,i,-2,i,i,i,i,-8,i
O=C(O)/C=C/C(=O)Nc1ccc(C2(c3ccc(NC(=O)/C=C/C(=O)O)cc3)c3ccccc3-c3ccccc32)cc1,i,6,i,i,1,i,i,i,i,-2,i
COc1cccc2[nH]c3c(N4CCC5(CC4)OCCO5)ncnc3c12,i,0,i,i,-4,i,i,i,i,-9,i
Cc1ccc(C)c(OCCCN2CCCC2)c1,11*,-2,i,i,2,i,i,i,i,-9,i
Cc1csc(NC(=O)C2=NN(c3ccccc3)C(=O)CC2)n1,i,-2,i,i,-2,i,i,i,i,-10,i
c1ccc(Cn2c(NCc3ccco3)nc3ccccc32)cc1,i,6,i,i,0,-6*,i,i,i,-13,i
CN(C)CCNC(=O)CN1C(=O)CSc2ccc(S(=O)(=O)N3CCCCC3)cc21,i,5,i,i,-8,i,i,i,i,-9,i
Cc1cnc(NC(=O)CSc2nnc(CNc3ccc(F)cc3)n2CC2CCCO2)s1 (stereo unspecified),i,1,i,i,3,i,i,i,i,-5,i

# TRPC4 potent, entries above that show a hit
Molecule	TRPC4 potent	DYRK1A inh	KCNQ1 act	KCNQ1 block	Platelet DG rel	TRPC4 inh	TRPC4 act	KCNK9 inh	KCNK3 block	PolyA inh
Cc1ccc(C)c(OCCCN2CCCC2)c1	11*	-2	i	i	2	i	i	i	i	i

# Record cards (already shown). Order of screens: TRPC4 potent, DYRK1A inh, KCNQ1 act, KCNQ1 block, Platelet DG rel, TRPC4 inh, TRPC4 act, KCNK9 inh, KCNK3 block, hERG rescue, PolyA inh
# c1ccc(Cn2c(NCc3ccco3)nc3ccccc32)cc1 reads i, 6, i, i, 0, -6*, i, i, i, -13, i
# O=C(O)/C=C/C(=O)Nc1ccc(C2(c3ccc(NC(=O)/C=C/C(=O)O)cc3)c3ccccc3-c3ccccc32)cc1 reads i, 6, i, i, 1, i, i, i, i, -2, i

# Following part:
SMILES,TRPC4 potent,DYRK1A inh,KCNQ1 act,KCNQ1 block,Platelet DG rel,TRPC4 inh,TRPC4 act,KCNK9 inh,KCNK3 block,hERG rescue,PolyA inh
CCOc1cc(N2CCOCC2)c(OCC)cc1NC(=O)CN1C(=O)NC(CC(C)C)C1=O (stereo unspecified),i,-6,i,i,-2,i,i,i,i,-23,i
COc1ccc(C(=O)Cn2nnc(-c3ccccc3F)n2)cc1,i,7,i,i,2,i,i,i,i,-6,i
N#Cc1cccc(-n2c(-c3ccccc3)nnc2-c2ccccc2)c1C#N,i,5,i,i,5,i,i,i,i,-16,i
CS(=O)(=O)c1ccc(Cl)c(NC(=O)COC(=O)CNC(=O)c2ccc3ccccc3c2)c1,i,1,i,i,-7,i,i,i,i,-12,i
CC(C)Cc1nnc(NC(=O)CCC(=O)NCCc2ccccc2)s1,i,6,i,i,2,i,i,i,i,-3,i
O=C(c1ccc(Cn2cnnn2)cc1)N1CCCC(Nc2ccc(F)c(F)c2)C1 (stereo unspecified),i,-1,i,i,19,i,i,i,i,-7,i
O=C(Nc1ccc(C(F)(F)F)cc1-c1ccccc1)c1ccccc1,i,-1,i,i,-1,i,i,i,i,-4,i
COc1cc(CC(=O)OCC(=O)Nc2ccc(S(=O)(=O)N3CCCC3)cc2)cc(OC)c1OC,i,8,i,i,-2,i,i,i,i,-6,i
CCOC(=O)c1ccc(OC(=O)CCCCCN=C(N)N)cc1,i,2,i,i,1,i,i,i,i,-4,i
Cc1ccc(N2CCC(N3CCN(C)C(CCO)C3)CC2)cc1 (stereo unspecified),i,-5,i,i,-1,i,i,i,i,-3,i
CN(C)CCCNC(=O)/C(=C\C=C\c1ccccc1)NC(=O)c1ccc([N+](=O)[O-])cc1,i,1,i,i,11,i,i,i,i,-16,i
COCCCNC(NC(=O)c1ccc(Br)cc1)C(Cl)(Cl)Cl (stereo unspecified),i,0,i,i,-11,i,i,i,i,-10,i
COc1ccccc1CNCc1cc(OC)c(OC)c(OC)c1,i,-5,i,i,-1,i,i,i,i,-3,i
Cc1noc(NS(=O)(=O)c2ccc(N/C=C/C(=O)c3ccncc3)cc2)c1C,i,4,i,i,4,i,i,i,i,-9,i
CC(C)(C)NC(=O)c1ccc(NC(=O)CSc2ccccc2)cc1,i,-3,i,i,-3,i,i,i,i,-2,i
Cc1ccc(SC(=O)c2c([N+](=O)[O-])c(C)nn2C)cc1,i,1,i,i,-5,i,i,i,i,-11,i
Cc1cn2c(=O)c(C(=O)N3CCN(c4ccccc4Cl)CC3)cnc2s1,i,-4,i,i,2,i,i,i,i,-11,i
CC1Cc2nc(SCC(=O)N3CCCc4ccccc43)n(C)c(=O)c2S1 (stereo unspecified),i,3,i,i,?,i,i,i,i,-12,i
COc1ccc(C2/C(=C(/O)c3ccc(Br)cc3)C(=O)C(=O)N2C)cc1 (stereo unspecified),i,-1,i,i,-7,i,i,i,i,0,i
CNS(=O)(=O)c1cccc(C(=O)OCC(=O)Nc2ccc(Cl)cc2F)c1,i,-6,i,i,-2,i,i,i,i,-6,i
Cc1csc(NC(=O)c2cc(=O)[nH]c3ccccc23)n1,i,12,i,i,10,i,i,i,i,-10,i
CCOc1ccccc1CN1CCCC(CNS(=O)(=O)c2ccc(OC)cc2)C1 (stereo unspecified),i,-5,i,i,-17,i,i,i,i,-9,i
Cc1ccc(S(=O)(=O)N/N=C\c2cc3c(cc2Br)OCO3)cc1,i,0,i,i,-6,i,i,i,i,-12,i
Cc1sc2ncnc(N3CCC(C(=O)NNC(=O)COc4ccccc4Cl)CC3)c2c1C,i,-7,i,i,6,i,i,i,i,-17,i
Cc1ccc(Oc2c(C)nc(-c3ccccc3)[nH]c2=O)cc1,i,1,i,i,11,i,i,i,i,-5,i

# More records.
SMILES,TRPC4 potent,DYRK1A inh,KCNQ1 act,KCNQ1 block,Platelet DG rel,TRPC4 inh,TRPC4 act,KCNK9 inh,KCNK3 block,hERG rescue,PolyA inh
Cc1ccc(Cn2c(CN(C)Cc3ccccc3)nc3c2c(=O)n(C)c(=O)n3C)cc1,10*,-6,i,i,-2,i,i,i,i,-8,i
CC1=NN(C(=O)c2ccccc2Br)C(O)(c2cccnc2)C1 (stereo unspecified),i,4,i,i,5,i,i,i,i,-9,i
CC(C)(C)NS(=O)(=O)c1ccc(NC(=O)Cc2ccccc2[N+](=O)[O-])cc1,i,1,i,i,-1,i,i,i,i,-19,i
Cc1ccc(-c2c[n+](CC(=O)OCc3ccccc3)c3n2CCC3)cc1,i,0,i,i,11,i,i,i,i,-9,i
COc1ccc(C2CC2/C(=N/O)c2ccccn2)cc1 (stereo unspecified),i,12,i,i,1,i,i,i,i,-7,i
O=C(Cc1ccccc1)NCC(=O)OCC(=O)c1ccc(OC(=O)c2ccccc2)cc1,i,.,i,i,10,i,i,i,i,-4,i
Oc1ccc(CN2CCN(Cc3ccccc3)CC2)c2cccnc12,i,-2,i,i,-2,i,i,i,i,-10,i
